FN deposit inh – inhibitors of fibronectin matrix deposition, primary screen, AH1F cells, Alexa488-fibronectin fluorescence, plate reader. AID 743247, 2014. inhibition, % at 12.6 µM. AH1F fibroblasts, overnight. 0.086% of 350,000 active;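 active = mean inhibition across replicates of 30% or more, regardless of how many single replicates reach that level; inconclusive = mean under 30% yet at least half of replicates reach 30%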;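 also: positive control wells lacked labelled fibronectin entirely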
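test system = AH1F fibroblasts assembling fluorescent fibronectin matrix | quantity = 10000 AH1F cells per well | buffer or medium = DMEM plus 2% serum, read in PBS | doses = single dose, pinned | incubation = 1 h cell attachment, overnight exposure to compound and label | detection = fluorescence at 485 nm excitation, 525 nm emission | read-out basis = inhibition from reduced deposited-fibronectin fluorescence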
miR122 inh – miR-122 Renilla sensor signal increase in Huh7, primary screen, miR-122 inhibitor project, cell-based, single point, plate reader; Huh7 miR-122 Renilla luciferase sensor, 48 h; neutral wells = 0, positive control = 100; activation (reporter increase), % at 12.5 µM; 0.3% of 340,000 active; AID 602342, 2012;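 active = mean replicate activation score at least 90 and every replicate individually at or above 90; inconclusive = only one of the two criteria met; inactive = neither criterion met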;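 also: higher luciferase means less miR-122 activity so hits act as miR-122 inhibitors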
PGC1a acetyl inh – inhibitors of PGC1a acetylation signal, primary screen, cell-based, U2OS, AlphaScreen, inhibitor mode; AlphaScreen anti-acetyl-lysine; with virally co-expressed GCN5 acetyltransferase; inhibition, % at 15.6 µM; 0.17% of 350,000 active; AID 651687, 2012;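 active = every replicate shows inhibition of at least 40%; inconclusive = mean inhibition at least 40% but some replicate below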;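 also: 0% = neutral control wells and 100% = positive control wells; some results beyond the cut were filed as inactive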
Cneo AK release – Cryptococcus neoformans cell lysis inducers, primary screen, AK release luminescence, single concentration | C. neoformans lysis, adenylate kinase release luminescence, 4 h; normalised: neutral wells 0, clomiphene wells 100 | lysis activity, % at 15 µM | 0.2% of 360,000 active | AID 651654, 2012;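 active = mean lysis activity across replicates of at least 80%, whatever share of replicates individually reach that level; inactive = mean lysis activity below 80%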
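Test system: log-phase Cryptococcus neoformans yeast cells; Quantity: yeast cell density of 5 × 10^6 cells/mL; Buffer or medium: YPD; Doses: single compound concentration per well; Timing: 4 h at 37 °C static, read 1 h later; Measured by: AK luminescence; Read-out basis: lysis from increased AK signal; Control set: Clomiphene as positive control.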
LGR2 antag – inhibitors of bursicon-induced LGR2 CRE-luciferase signal, primary screen, cell-based, HEK293, CRE-luciferase reporter, bursicon stimulation; Drosophila bursicon receptor LGR2 (rickets); bursicon-stimulated, 4 h; inhibition, % at 9.99 µM; 0.35% of 380,000 active; AID 720647, 2013;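 active = drop in luminescence signal, shown as inhibition above about 50% in the replicate tests, limit read from the data, passing the limit was not always enough; inconclusive = probably only some replicates passing the limit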;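 also: agonist challenge used bursicon conditioned medium at about half maximal strength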
EWS-Fli block – EWS/Fli-driven NR0B1 reporter inhibitors, primary screen, A673 cells, NR0B1 luciferase, luminescence, MLPCN library. viability-normalised. inhibition, % at 12.6 µM. 0.67% of 350,000 active;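 active = mean inhibition of at least 50% after viability correction, with every replicate also passing that limit; inconclusive = mean reaches 50% but only one of two replicates passes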;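 also: firefly luciferase signal divided by Alamar Blue viability fluorescence both relative to DMSO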
PAX8 reporter – inhibitors of PAX8-driven TPO luciferase reporter, primary screen, RMG-I cells, single concentration; SteadyGlo, 24 h; inhibition, % at 12.6 µM; 1.2% of 360,000 active;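 active = mean replicate inhibition at least 60% with every replicate also reaching 60%; inconclusive = only one of the two criteria is met; inactive = mean below 60% and not all replicates reaching 60%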;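 also: luciferase light reporting Pax8 driven TPO promoter activity; plate controls were median of neutral control wells for no effect and mitoxantrone controls for full effect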
CASP6 VEID inh – human caspase-6 inhibitors, primary screen, biochemical, VEID-R110 fluorescence, single point, set 2; inhibition, % at 12.5 µM; 0.53% of 350,000 active; purified caspase-6, Z-VEID-R110 cleavage fluorescence; P55212;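 active = mean inhibition across replicates at least about 35%, with every replicate also reaching that limit, limit read from the data; inconclusive = only one of the two criteria met; inactive = neither criterion met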;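 also: 0% = median of neutral control wells and 100% = no fluorescence left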
Target sequence (P55212 24-179 limits assumed): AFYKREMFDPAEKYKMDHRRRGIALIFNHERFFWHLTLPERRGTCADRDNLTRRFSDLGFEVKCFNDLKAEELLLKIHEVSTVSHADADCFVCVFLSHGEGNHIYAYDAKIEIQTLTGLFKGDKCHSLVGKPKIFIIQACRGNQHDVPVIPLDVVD
Target sequence (P55212 194-293 limits assumed): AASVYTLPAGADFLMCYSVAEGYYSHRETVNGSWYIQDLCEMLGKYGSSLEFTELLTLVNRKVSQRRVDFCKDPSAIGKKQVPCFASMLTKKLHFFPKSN
Starred values were filed as active, the others as inactive; ? = inconclusive; . = not tested or not shown; [ ] = remark or other dose. Rows are unselected, and some 2.5% of all compounds hit somewhere here.

SMILES	FN deposit inh	miR122 inh	PGC1a acetyl inh	Cneo AK release	LGR2 antag	EWS-Fli block	PAX8 reporter	CASP6 VEID inh
CN(C)c1ccc(C(=O)OCC(=O)Nc2cccc(S(=O)(=O)N3CCCC3)c2)cc1	0	8	-3	0	3	-3	-2	5
CC(=O)NC1C(=O)N(CC(C)C)c2ccccc21 (stereo unspecified)	1	0	3	-1	.	.	.	.
COc1ccc(S(=O)(=O)Nc2ccc3c(c2)C(=O)N([C@H](C)CO)C[C@@H](C)[C@H](CN(C)Cc2ccc(Cl)c(Cl)c2)O3)cc1	.	1[16.7 µM]	-2	-2	12	-2	.	0
CCCC1=Nc2cc(C(=O)N3CCCC3)ccc2Sc2ccc(C)cc21	1	8	9	2	17	7	5	1
CC(C)NCCOc1cccc(Br)c1	0	-8	10	0	.	.	-64	.
O=C(CN1CCN(C(=O)C2CCCO2)CC1)Nc1c(Cl)cccc1Cl (stereo unspecified)	.	-2	.	1	-1	3	-4	0
CC(=O)N1N=C(c2cccs2)CC1c1cccs1 (stereo unspecified)	2	-3	-7	.	5	0	-7	0
C[C@H](CO)N1C[C@H](C)[C@H](CN(C)C(=O)Nc2ccccc2)Oc2ccc(NS(=O)(=O)c3cccs3)cc2CC1=O	.	5[16.7 µM]	-6	-1	1	-6	-26	4
COc1cccc(C(=O)c2cn(CC(=O)NCc3ccco3)c3nc(C)ccc3c2=O)c1	-1	-1	-7	6	20	10	2	10
CCCC#Cc1cnc2c(c1)C(=O)N([C@H](C)CO)C[C@H](C)[C@H](CN(C)Cc1ccc(F)cc1)O2	-3	2[16.7 µM]	-2	2	9	5	.	-2
CCN1CCN(c2cc(C)c3cc(NC(=O)c4cccs4)ccc3n2)CC1	3	-6	-4	-2	-34	-51	-11	-16
CCOc1cc(C(=O)NCCC(=O)N2CCC3(CC2)NCCc2[nH]cnc23)cc(OCC)c1OCC	1	-6	5	4	-13	.	-12	0
COc1cc(S(=O)(=O)NCc2ccncc2)c(OC)cc1Cl	5	.	0	.	-20	7	26	1
CCc1ccc(C(=O)COC(=O)c2n[nH]c3ccccc23)cc1	-10	-6	-10	-24	-20	-11	-91	5
C=CCn1c(-c2ccc3[nH]c(C)c(C)c3c2)n[nH]c1=S	.	1	6	-3	-6	.	.	.
COc1cccc(C(=O)Cn2c(NCCCO)nc3ccccc32)c1	-1	-3	.	0	5	-1	-1	2
C[C@@H]1CN([C@H](C)CO)C(=O)c2cc(NC(=O)C3CCCCC3)ccc2O[C@@H](C)CCCCO[C@@H]1CN(C)C(=O)Nc1ccc2c(c1)OCO2	.	.	10	.	-17	-9	.	1
CCCCC(=O)Nc1nc2ccc3nc(C)sc3c2s1	-8	-3	-6	-1	.	-18	-12	0
Cc1cc(Cl)c2oc(C(=O)N(C)CCCN3CCOCC3)c(C)c2c1	1	.	.	16	-5	-9	8	-3
COc1ccc(Cl)cc1N(C(=O)c1ccco1)C(C(=O)NC1CCCC1)c1cccnc1 (stereo unspecified)	4	5	-11	4	1	10	0	-1
Cc1cc2nc(-c3ccc(Cl)cc3)c(Cc3ccsc3)n2c(C)c1Br	13	.	.	.	0	-8	8	2
Clc1ccc(-c2csc(-c3ccno3)n2)cc1	-3	.	.	.	-52	-53	-50	-5
Cc1ccc(C(=O)NCc2cccc(C(F)(F)F)c2)cc1S(=O)(=O)N1CCCCC1	-8	.	.	-2	9	25	12	1
COc1cccc(N2CCN(c3ccc4nnc(CCC(=O)Nc5ccccn5)n4n3)CC2)c1	18	-7	-6	-1	-9	-3	2	2
O=C(Nc1ccn(Cc2ccccc2F)n1)c1ccc(COc2ccccc2Cl)cc1	-12	2	6	-2	.	.	.	.
Cc1ccn2c(NC3CCCC3)c(-c3ccncc3)nc2c1	-4	2	8	1	1	17	4	-2
CNC(=O)COC(=O)/C=C/c1cccs1	.	-6	8	0	12	3	6	-1
NC1=NC[C@H](Cc2ccc(O)cc2)N1CCc1cccc2ccccc12	3	.	.	-1	9	15	-13	30
O=C(Nc1cccc(-n2cnnn2)c1)c1cc(Cl)ccc1Cl	5	0	-7	0	1	.	26	4
CCC1Sc2ccccc2N(CC(=O)NCc2ccc3c(c2)OCO3)C1=O (stereo unspecified)	.	0	-6	0	-7	.	.	.
COC(=O)c1ccc(OCC(O)CNC2CCCC2)cc1 (stereo unspecified)	1	-2	1	-2	1	7	31	-6
C[C@@H]1CN([C@@H](C)CO)C(=O)c2cc(NC(=O)CCCN(C)C)ccc2O[C@H]1CN(C)S(=O)(=O)c1ccc(Cl)cc1	.	-4[16.7 µM]	-4	3	14	-5	-2	-2
CCC(=O)Nc1ccc2c(c1)C(=O)N(C)[C@H]1CC[C@H](CC(=O)NCCCN(C)C)O[C@@H]1CO2	1	-2[16.7 µM]	1	-3	2	5	-3	2
Cc1cc2ccccn2c1C(=S)NC(=O)c1ccccc1	-1	4	.	11	.	3	-11	3
O=C(CCc1nc(-c2ccccc2F)no1)Nc1cccnc1	.	.	.	-2	-7	.	-11	-3
C/C(=N\OC(=O)Nc1ccccc1)c1cnn(-c2cc(C(F)(F)F)cc(C)n2)c1C	1	.	.	.	-10	-9	4	-3
O=C(Nc1cccc(Cl)c1)ON1CCCCC1	4	.	5	-5	-2	15	8	2
CC(C)C#Cc1cnc2c(c1)C(=O)N([C@H](C)CO)C[C@@H](C)[C@@H](CN(C)C(=O)Cc1ccncc1)O2	-15	-3[16.7 µM]	-4	0	2	2	-5	2
O=C(COC(=O)c1cc(S(=O)(=O)N2CCOCC2)ccc1Cl)Nc1ccccc1Cl	0	-7	.	-1	-13	2	-7	2
Cc1ccc(-c2n[nH]c(=S)n2/N=C/c2cc3c(cc2[N+](=O)[O-])OCO3)cc1	16	0	1	-2	.	.	.	.
Cn1nc(CC(=O)NC2CCCCCC2)c2ccccc2c1=O	-9	-6	4	1	.	6	8	0
CCOC(=O)CN(Cc1ccc(OC)c(OC)c1)S(=O)(=O)c1ccc(OC)cc1	.	.	-6	-1	-4	0	.	3
Cc1ccc(S(=O)(=O)Nc2ccc3c(c2)C(=O)N([C@@H](C)CO)C[C@H](C)[C@@H](CN(C)C(=O)Nc2ccc(C(F)(F)F)cc2)O3)cc1	.	1[16.7 µM]	-12	0	14	-1	.	-1
CCOC(CCNC(=O)c1cn(CCOC)c(=O)c2c1c1ccccc1n2C)OCC	-2	-1	-7	-1	-3	8	17	0
CC(=O)N1CCC(N(C(=O)Nc2ccc(Cl)cc2)C(C)C)CC1	-2	.	8	-1	-15	14	7	-3
Cc1cc(=O)n2c(n1)NC(Nc1cccc(C)c1C)=NC2c1ccccc1 (stereo unspecified)	15	.	.	.	.	-6	3	4
C[C@@H](NC(=O)C[C@@H]1CC[C@H]2[C@@H](COc3ccc(NS(=O)(=O)c4ccc(Cl)cc4)cc3C(=O)N2C)O1)c1ccccc1	6	0[16.7 µM]	3	-1	-6	9	7	-1
Cc1ccc(S(=O)(=O)N2CCN(c3ccc(C(F)(F)F)cc3[N+](=O)[O-])CC2)cc1	-2	-6	.	0	-2	11	2	1
CCN(CC)S(=O)(=O)c1ccc(/C=C/C(=O)OCC(=O)NCc2ccc3c(c2)OCO3)cc1	-5	4	1	-4	11	9	-23	-2
CCc1cccc(C)c1NC(=O)CSc1nnc(Cc2csc(C)n2)o1	0	.	.	1	-7	2	-2	6

Another view of some results above:
Every second line gives: FN deposit inh, miR122 inh, PGC1a acetyl inh, Cneo AK release, LGR2 antag, EWS-Fli block, PAX8 reporter, CASP6 VEID inh
> Cc1ccc(S(=O)(=O)Nc2ccc3c(c2)C(=O)N([C@@H](C)CO)C[C@H](C)[C@@H](CN(C)C(=O)Nc2ccc(C(F)(F)F)cc2)O3)cc1
 : ., 1[16.7 µM], -12, 0, 14, -1, ., -1
> Cc1ccc(S(=O)(=O)N2CCN(c3ccc(C(F)(F)F)cc3[N+](=O)[O-])CC2)cc1
 : -2, -6, ., 0, -2, 11, 2, 1
> CCN(CC)S(=O)(=O)c1ccc(/C=C/C(=O)OCC(=O)NCc2ccc3c(c2)OCO3)cc1
 : -5, 4, 1, -4, 11, 9, -23, -2

(more compounds)
SMILES	FN deposit inh	miR122 inh	PGC1a acetyl inh	Cneo AK release	LGR2 antag	EWS-Fli block	PAX8 reporter	CASP6 VEID inh
O=C(Nc1ccccc1)c1ccc(CN2CCc3ccccc3C2)cc1	5	-8	7	.	-32	-32	-2	-2
COc1cc(NC(=O)CN2CCC(Cc3ccccc3)CC2)c(C)cc1[N+](=O)[O-]	6	-1	.	6	0	.	3	.
COc1cccc(CNC(=O)c2nnn(CC(=O)Nc3cccc(C)c3)c2N)c1	-12	-7	8	-1	0	-1	-16	2
COc1ccc(-n2nnnc2S(=O)(=O)Cc2ccc(C(=O)O)cc2)cc1	2	-27	-29	3	.	.	.	.
Cc1ccn2c(NC3CCCC3)c(-c3ccsc3)nc2c1	4	1	-19	1	-4	4	-5	-2
CCNC(=O)n1cc(-n2cncn2)c(-c2ccc(Cl)cc2)n1	.	.	.	.	-20	3	-6	0
C/C=C/c1cnc2c(c1)C(=O)N([C@H](C)CO)C[C@@H](C)[C@H](CN(C)C(=O)Nc1ccc(F)cc1)O2	-2	5[16.7 µM]	11	3	-2	-5	-24	1
O=C(N/N=C/c1ccncc1)NC1CCCCC1	-11	.	.	.	-14	2	-6	-1
Cc1cccc(-n2cnc3c(sc4nc(N5CCOCC5)c5c(c43)CCCC5)c2=O)c1	-4	.	.	.	1	16	20	2
CC(OC(=O)c1cc(=O)[nH]c2ccccc12)c1ccccc1 (stereo unspecified)	.	-1	-7	1	-20	-27	.	4
Cc1ccc(NC(=O)CSc2nnc3n2CCCCC3)cc1S(=O)(=O)N1CCOCC1	-3	-3	-6	-2	-13	4	5	0
O=C(Cc1ncc(C(F)(F)F)cc1Cl)NNc1cccc(F)n1	-5	.	.	.	-4	-1	18	.
COc1cccc(CC(=O)N(CCC2=CCCCC2)c2c(N)n(Cc3ccccc3)c(=O)[nH]c2=O)c1	-4	.	.	.	5	5	12	1
CC1CCC(NC(=O)CCS(=O)(=O)c2ccc3c(c2)CC(C)N3C(=O)C2CC2)CC1 (stereo unspecified)	9	-7	7	-4	0	-6	5	1
O=C(c1cccc(N2C(=O)C3C4C=CC(C4)C3C2=O)c1)N1CCCc2ccccc21 (stereo unspecified)	-13	0	?	-1	15	11	9	0
CCS(=O)(=O)Nc1cccc(C2=NN(S(C)(=O)=O)C(c3ccccc3)C2)c1 (stereo unspecified)	-2	.	.	.	.	15	13	-2
O=C(O)c1ccccc1C(=O)c1ccc(Sc2ccc(Cl)cc2)c([N+](=O)[O-])c1	-6	1	.	-2	-5	0	10	9
COc1ccc(CCCc2nnc(SCC(=O)NN)o2)c(C)c1	-3	-3	1	-2	-1	10	2	1
CCC(C(=O)Nc1nccs1)c1ccccc1 (stereo unspecified)	-4	-18	14	-1	.	.	.	.

Assay outcomes as filed in PubChem BioAssay.
